# High-throughput results deposited in PubChem by National Center for Advancing Translational Sciences (NCATS).
# Glioma ERSR ind – qHTS for Inducers of the Endoplasmic Reticulum Stress Response (ERSR) in Human Glioma: qHTS. U87-MG GRP78 promoter luciferase reporter, 16 h. Potency, µM, without a hit: at the highest dose activation, usual class: activators. actives 0.02% (n = 420,000). AID 602332, 2012; further: potency means the concentration at half of the fitted maximal effect; series mostly up to about 76 µM; % of control where 0% means no effect; nearly all actives have a fitted effect of over 35% in size
#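 Stably transfected U87-MG glioma cells carrying a GRP78-based luciferase sensor; 16 h compound incubation. Luminescence end-point read 10 min after Bright-Glo addition at room temperature.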
# RXFP1 ag – qHTS Assay for Agonists of the Relaxin Receptor RXFP1 | Relaxin receptor 1 (Homo sapiens), Q9HBX9 | HEK293T-RXFP1 cAMP TR-FRET, 30 min; response scale: percent of porcine relaxin response, buffer zero | Potency, µM (top dose mostly 57.5 µM), without a hit: top-dose activation, usual class: activators | actives 0.3% (n = 370,000) | AID 2676, 2010; further: potency means the concentration at half of the fitted maximal effect; on the % scale 0 is the no-effect control and ±100 the full control effect; nearly all actives have a fitted effect of over 60% in size; many of its hits are not listed in these tables
# Target sequence (Q9HBX9 whole entry, looked up): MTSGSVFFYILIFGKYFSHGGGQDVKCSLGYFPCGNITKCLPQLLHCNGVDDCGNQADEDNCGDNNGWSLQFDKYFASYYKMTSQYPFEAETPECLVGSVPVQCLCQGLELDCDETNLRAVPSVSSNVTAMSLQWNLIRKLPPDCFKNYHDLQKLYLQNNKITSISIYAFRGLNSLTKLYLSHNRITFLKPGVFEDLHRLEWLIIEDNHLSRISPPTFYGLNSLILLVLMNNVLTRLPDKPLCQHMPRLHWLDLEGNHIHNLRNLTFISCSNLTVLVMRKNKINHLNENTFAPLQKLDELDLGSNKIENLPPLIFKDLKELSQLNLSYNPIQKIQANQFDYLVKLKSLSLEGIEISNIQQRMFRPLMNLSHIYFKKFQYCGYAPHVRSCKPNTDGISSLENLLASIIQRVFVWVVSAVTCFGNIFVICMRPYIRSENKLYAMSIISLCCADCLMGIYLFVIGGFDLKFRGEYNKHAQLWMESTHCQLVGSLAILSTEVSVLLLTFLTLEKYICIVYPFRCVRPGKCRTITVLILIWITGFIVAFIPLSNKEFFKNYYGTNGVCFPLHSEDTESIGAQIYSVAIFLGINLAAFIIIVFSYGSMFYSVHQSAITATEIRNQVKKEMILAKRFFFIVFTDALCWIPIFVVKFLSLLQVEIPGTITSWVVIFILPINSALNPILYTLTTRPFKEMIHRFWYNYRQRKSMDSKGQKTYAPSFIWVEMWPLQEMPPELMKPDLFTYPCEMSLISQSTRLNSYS
#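 HEK293T cells stably expressing RXFP1 were pretreated with the PDE4 inhibitor Ro 20174, exposed to compounds for 30 min at 37C, lysed, and cAMP was read by TR-FRET. Data normalized to buffer (basal) and 29 nM porcine relaxin (100%).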
# Vif-A3F inh – qHTS for Inhibitors of Vif-A3F Interactions: qHTS; actives 0.2% (n = 390,000); AID 602313, 2012; HeLa A3F-eYFP + Vif (tagged APOBEC3F with the HIV-1 protein that degrades it), YFP fluorescence increase; Potency, µM (top dose mostly 46.1 µM), inactives show at the highest dose activity, negative = active; further: potency means the concentration at half of the fitted maximal effect; % of control where 0% means no effect; nearly all actives have a fitted effect of over 65% in size
#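 HeLa cells stably expressing Vif plus C-terminally eYFP-tagged A3F were seeded, incubated overnight at 37 deg C, dosed with compound, incubated overnight again at 37 deg C. Yellow fluorescence (Ex 488/Em 500-530) reported blocked Vif-mediated A3F-eYFP degradation.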
# D1 ag – Allosteric Agonists of the Human D1 Dopamine Receptor: qHTS; HEK293 T-REx D1 cells, calcium flux, agonist mode; actives 1% (n = 360,000); activation, % at 2 µM; AID 504660, 2011; D(1A) dopamine receptor (Homo sapiens), P21728; in the data active means activation above about 30%; further: 0% is about no effect
#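 Inducible HEK293 T-REx D1 cells, force-coupled to calcium signalling, were plated at 4000 cells/well with tetracycline and held overnight at 30 C. After no-wash calcium dye loading, compound-evoked calcium rise over 180 s flagged agonists.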
# D1 PAM – Potentiators of Human D1 Dopamine Receptor: qHTS; D(1A) dopamine receptor (Homo sapiens), P21728; HEK293 TREx D1 cells, calcium flux, dopamine EC20 potentiation; potentiation, % at 10 µM; actives 0.036% (n = 360,000); in the data active means potentiation above about 30%; further: 0% is about no effect
# D1 antag – Antagonist of Human D 1 Dopamine Receptor: qHTS; actives 3.2% (n = 360,000); AID 504652, 2011; HEK293 TREx D1 cells, calcium flux, dopamine EC80; active compounds read low; activity change, negative = inhibition, % at 10 µM; in the data active means activity change below about -30%; further: on the % scale 0 is the no-effect control and ±100 the full control effect
#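 Antagonism measured as reduced calcium response to an EC80 dopamine addition following 180 s compound pre-read; cells were inducible HEK293 Trex D1 plated overnight at 30 C, read kinetically at 1 cycle/sec.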
# LDHA inh – qHTS assay for inhibitors of human lactate dehydrogenase. activity change, % (values are at about 110 or 230 µM). purified LDHA, NADH/diaphorase-resazurin fluorescence; active compounds read low. actives 0.15% (n = 480,000). L-lactate dehydrogenase A chain (Homo sapiens), P00338; in the data active means activity change below about -30%; inconclusive means mostly about -25% to -30%;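 further: plate controls were DMSO wells for no effect and wells without enzyme for full effect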
#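 Human LDH5 (2 nM) was incubated with 0.06 mM NADH and 0.2 mM pyruvate for 5 min at room temperature in Tris pH 7.4. Remaining NADH was coupled through diaphorase/resazurin, and resorufin fluorescence was read at 0 and 20 min.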
# Vif-APOBEC3G blk – qHTS for Inhibitors of Vif-A3G Interactions: qHTS | DNA dC->dU-editing enzyme APOBEC-3G (Homo sapiens), Q9HC16 | HeLa A3G-eYFP + Vif (tagged APOBEC3G with the HIV-1 protein that degrades it), YFP fluorescence, overnight | Potency, µM (titrated, usually from 46.1 µM), inactives show at the top dose activity, negative = active, most hits filed as inhibitors | actives 0.076% (n = 410,000);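 further: potency means the concentration at half of the fitted maximal effect; on the % scale 0 is the no-effect control and ±100 the full control effect; nearly all actives have a fitted effect of over 60% in size; hits raise eYFP signal because A3G escapes Vif-driven loss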
# Target sequence (Q9HC16 whole entry, looked up): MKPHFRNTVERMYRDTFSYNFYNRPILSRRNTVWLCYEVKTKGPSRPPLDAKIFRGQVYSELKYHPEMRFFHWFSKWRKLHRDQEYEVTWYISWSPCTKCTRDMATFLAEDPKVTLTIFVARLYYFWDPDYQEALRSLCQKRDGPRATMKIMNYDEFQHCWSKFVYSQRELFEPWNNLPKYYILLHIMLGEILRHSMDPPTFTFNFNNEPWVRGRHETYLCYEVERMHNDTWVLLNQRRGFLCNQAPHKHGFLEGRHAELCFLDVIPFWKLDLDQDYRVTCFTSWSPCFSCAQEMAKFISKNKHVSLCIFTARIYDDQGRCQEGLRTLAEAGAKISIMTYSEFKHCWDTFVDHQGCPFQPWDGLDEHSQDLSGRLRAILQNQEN
#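 Read-out is eYFP fluorescence (Ex 488/Em 500-530) from Vif-expressing HeLa A3G-eYFP cells; more signal means A3G escaped Vif-mediated degradation. Cells plated overnight, compound pinned in, incubated overnight at 37 deg C.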
# D2 PAM – HTS Assay for Positive Allosteric Modulators of the Human D2 Dopamine Receptor: Primary Screen for Potentiators | D(2) dopamine receptor (Homo sapiens), P14416 | HEK293 T-REx D2, calcium flux, EC20 dopamine potentiation | potentiation, % at 10 µM | actives 0.34% (n = 340,000);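 active means potentiation over 3 SD above the plate norm, cut at about 30% in these data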; further: 0% is about no effect
#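 Potentiation of an EC20 dopamine calcium response measured kinetically over 180 s, after a preceding 180 s compound-only read flagging agonists. Cells: inducible Hek293 Trex D2 line, 4000/well, cultured overnight at 30 C before dye loading.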
# * marks the source's active call; other numbers are inactive results; ? = inconclusive; · = not tested or not shown; & = joins results of further samples; ! = not active in a repeat; [ ] = remark or other dose. Unless noted, the call rests on the fitted dose curve; in most records, active means well fitted curve in the direction sought with a large enough effect; inconclusive means small, poorly fitted or top-dose-only effect, or another doubt; inactive means no such curve, though single readings can be large; an effect the other way counts as inactive or inconclusive.
SMILES,Glioma ERSR ind,RXFP1 ag,Vif-A3F inh,D1 ag,D1 PAM,D1 antag,LDHA inh,Vif-APOBEC3G blk,D2 PAM
O=C(NCCc1ccc(F)cc1)c1cccs1,-0.8%,0.9%,8.7%,1.0,-7.5,-4.6,-6.8,-5.4%,-3.2
COc1ccc(Cl)cc1NC(=O)CN(C)CC(=O)Nc1cccc(S(=O)(=O)N2CCCC2)c1,-4.0%,0.5%,0.1%,1.4,-5.6,-3.6,-0.1,1.4%,·
COc1ccc(N2CCN(Cc3nc4scc(-c5cccs5)c4c(=O)[nH]3)CC2)cc1,5.1%,10.5%,?,1.5,-2.5,-0.8,-2.0,-4.6%,-6.0
COc1ccccc1CNC(=O)CCNS(=O)(=O)c1ccc2c(c1)oc(=O)n2C,-7.5%&-2.7%,3.7%&2.4%,0.4%&-8.4%,0.5&-1.2,-7.4&-2.1,-36.1*!,-2.5&-0.5,0.6%&-0.7%,-18.6&0.3
COc1ccc(NC(=O)Cc2c(C(=O)O)n(C)c3ccccc23)cc1OC,-2.3%,-0.2%,6.8%,1.9,-5.2,18.4,-2.9,-0.9%,31.8*
Cc1ccc(NC(=O)CN2C(=O)CCn3nc(-c4cccn4C)cc32)cc1,-2.3%,0.4%,4.6%,1.0,0.6,-0.8,-2.5,-4.4%,12.4
COc1cc(N/N=C/c2ccccc2O)ncn1,-0.2%,-0.8%,?,-0.5,-0.2,4.7,2.3,-26.6%,3.0
CCN(CC)CCNC(=O)CNC(=O)c1nn(-c2ccc(OC)c(OC)c2)c(=O)c2ccccc12,-2.2%,7.6%,?,4.8,-6.0,0.7,-3.1,0.8%,-5.5
O=C(Cn1nc(-c2ccccc2)nc1-c1ccccc1)OC1CCCCC1,0.5%,-1.0%,-2.2%,18.2,7.8,25.0,-1.1,-0.2%,11.0
CC1(C)CC(=O)c2cnc(NC(=O)c3ccco3)nc2C1,-6.3%,1.2%,-12.8%,1.9,2.0,9.6,-1.8,0.3%,-9.1
O=C(O)CSc1sc(=S)sc1SCC(=O)O,-3.7%,-0.3%,-4.2%,-0.1,5.5,-9.4,0.0,0.9%,8.6
Fc1ccc(NC(=S)NCc2cccs2)cc1,0.4%,0.9%,3.3%,12.1,-1.9,-16.6,-11.3,-3.7%,-4.2
CCC(C)N1CCN(C(=O)c2cccs2)CC1 (configuration not stated),-4.5%,·,5.6%,·,·,·,-16.2,0.5%,·
CC(=O)N/C(=C\c1ccccc1)C(=O)OCc1ccc(C)cc1,-1.2%,0.2%,-2.1%,2.6,-3.5,14.2,-1.1,0.8%,-3.5
CC1(C(=O)Nc2ccc(S(=O)(=O)Nc3ncccn3)cc2)CCCC1,-3.9%,·,8.1%,·,·,·,-1.0,-2.7%,·
COc1ccc(CNC(=O)C2CCN(C(=O)[C@@H]3Cc4ccccc4CN3)CC2)cc1,1.0%,-1.4%,-16.5%,2.4,-3.4,13.7,0.4,2.7%,2.5
c1ccc(-c2sc3ccccc3c2-c2ccc(OCCN3CCCC3)cc2)cc1,-1.8%,·,8.0%,·,·,·,3.6,-22.5%,·
Cc1ccc(Nc2nnc(C(C)(C)C)c(=O)n2N)cc1,-2.6%,-0.7%,3.4%,1.3,-4.3,-2.2,-4.1,-0.9%,-5.8
Cc1ccc(CNC(=O)[C@H](Cc2ccccc2)NC(=O)c2ccco2)cc1,-3.9%,-0.7%,-1.3%,-0.4,·,18.3,-3.7&7.0,-3.9%,-1.0
C=CCNC(=O)COc1ccc(S(=O)(=O)N2CCCC2)cc1,0.1%,-2.2%,3.0%,3.8,0.1,-25.5,-5.8,5.1%,8.2
CC(=O)Nc1cccc(N=NN2CCOCC2)c1,7.1%,0.1%,-10.2%,1.5,-1.4,-1.4,12.4,-1.3%,-8.1
COc1cc(CC(=O)OCc2cccc([N+](=O)[O-])c2)cc(OC)c1OC,6.0%,-3.5%,?,5.9,-4.8,-6.8,-16.4,-4.1%,0.1
C/C(=N\NC(=O)C1CCCC1)c1ccc(C(C)C)cc1,19.7%,0.3%,2.3%,4.1,-2.5,-28.1,-3.3,1.9%,10.3
C/C(=N\NC(=S)NCc1ccccc1)c1ccc(C)o1,4.3%,-0.7%,?,3.1,6.8,-1.8,-10.4,3.2%,4.2
CS(=O)(=O)c1nc(-c2ccccc2)cc(-c2ccccc2)c1C#N,-9.2%,1.4%,4.7%,3.7,-1.4,-19.0,1.2,-19.0%,-2.7
CCN(CC)C(=O)c1ccc(C)c(Br)c1,-5.0%,-1.6%,1.8%,0.5,-5.3,4.8,-4.7,-0.2%,-5.8
CC(C)CC(=O)Nc1sc2c(c1C(=O)O)CCCCC2,-0.6%,0.6%,-4.0%,2.3,0.9,-4.0,-3.3,1.1%,7.3
CC(=O)Nc1ccc(NC(=O)CSC2=NS(=O)(=O)c3ccccc3N2)cc1,-4.1%,1.3%,0.0%,12.2,0.2,9.2,-3.6,3.3%,11.7
Cc1ccc2c(CC(=O)Nc3cccc(S(=O)(=O)N4CCOCC4)c3)coc2c1,2.9%,2.7%,3.2%,4.4,-8.6,-25.1,-5.8,-6.0%,-2.1
O=C(NOC(=O)c1ccccc1)c1ccccc1,5.6%,-2.2%,-8.1%,3.2,1.3,2.6,-9.6,-2.1%,8.6
O=C(OCc1cccc(Cl)c1)c1cc(S(=O)(=O)N2CCCCC2)ccc1N1CCOCC1,-4.4%,1.3%,0.8%,3.4,0.2,5.3,-1.6,1.9%,6.6
CNC(=O)CCC(=O)Nc1ccc(C(=O)OC)cc1,0.7%,0.2%,-1.7%,2.3,2.6,8.4,-9.7,-1.9%,-10.1
COC(=O)CNC(c1ccccc1)c1cc(Br)ccc1NS(=O)(=O)c1ccc(C)cc1 (configuration not stated),-2.3%,0.3%,2.5%,-1.9,-11.2,0.6,1.3,2.0%,-5.6
O=C(c1cccc([N+](=O)[O-])c1)N1CCN(c2ccccn2)CC1,-5.1%,1.1%,7.6%,4.3,0.5,-3.0,-4.0,-0.2%,4.0
Cc1ccc(NC(=O)COC(=O)c2ccco2)cc1S(=O)(=O)N1CCOCC1,-3.2%,·,-4.3%,·,·,·,-0.9,1.0%,·
COc1cc2c(cc1OC)C1OC(c3ccsc3)(C2)Oc2cc(C)oc(=O)c21 (configuration not stated),·,1.0%[11.5 µM],·,1.8,-3.7,-18.2,·,·,·
O=C(O)C1CCCCC1C(=O)NCc1ccccc1 (configuration not stated),-3.8%,1.2%,-2.7%,2.8,0.0,5.3,5.6,0.6%,-0.1
CSCC[C@@H](Nc1nc(-c2ccccc2)nc2c1oc1ccccc12)C(=O)O,1.5%,1.0%,-4.4%,-1.9,-3.9,24.9,-5.4,1.1%,-5.1
CC1CCN(c2c(NCc3ccc(C(=O)NCc4cccnc4)cc3)c(=O)c2=O)CC1,-5.8%,0.7%,2.9%,2.3,2.5,-4.8,-1.4,-1.8%,1.3
COc1cccc(C(c2nnnn2CC2CCCO2)N2CCN(C(=O)c3ccco3)CC2)c1OC (configuration not stated),-5.5%,-1.8%,6.8%,5.9,-0.9,-38.1*,-4.7,1.9%,-9.6

# Full records from above. Values in the order: Glioma ERSR ind	RXFP1 ag	Vif-A3F inh	D1 ag	D1 PAM	D1 antag	LDHA inh	Vif-APOBEC3G blk	D2 PAM
# Results for Cc1ccc(NC(=O)COC(=O)c2ccco2)cc1S(=O)(=O)N1CCOCC1 → -3.2%	·	-4.3%	·	·	·	-0.9	1.0%	·
# Results for COc1cc(CC(=O)OCc2cccc([N+](=O)[O-])c2)cc(OC)c1OC → 6.0%	-3.5%	?	5.9	-4.8	-6.8	-16.4	-4.1%	0.1

# (list continues)
SMILES,Glioma ERSR ind,RXFP1 ag,Vif-A3F inh,D1 ag,D1 PAM,D1 antag,LDHA inh,Vif-APOBEC3G blk,D2 PAM
CC(=O)Nc1ccc(/C=N\NC(=O)CNS(=O)(=O)c2ccc([N+](=O)[O-])cc2)cc1,-7.4%,0.0%,-1.9%,-1.8,-3.6,25.1,-3.4,-11.5%,-0.1
O=C(COc1ccc(S(=O)(=O)NCc2ccccc2)cc1)NCC1CCCO1 (configuration not stated),-3.3%,4.0%,3.9%,-0.3,-0.6,-12.0,-6.0,-5.2%,·
Cc1ccc(S(=O)(=O)CCC(=O)NCc2ccco2)cc1,2.8%,0.4%,-1.1%,-1.9,-1.9,12.5,0.7,-0.5%,-6.7
COc1cc2c(cc1OC)C(COc1ccccc1OC)N(C(=O)c1ccc(S(=O)(=O)N(C)C)cc1)CC2 (configuration not stated),-1.5%,1.4%,3.6%,8.5,-0.5,16.8,-8.3,-4.4%,-3.7
O=C(NCC(c1cccs1)N1CCOCC1)c1cn(-c2ccccc2)nc1-c1ccccc1 (configuration not stated),-3.6%,0.5%,-18.6%,3.9,-12.1,-11.0,3.9,-6.2%,-21.3
O=C(c1ccc(Cl)cc1)N1CCC(C(=O)N2CCCc3ccccc32)CC1,-2.5%,-3.7%,4.2%,3.1,-0.8,-3.0,-7.9,0.0%,-3.3
O=C(CSc1ncc(C(F)(F)F)cc1Cl)N1CCN(S(=O)(=O)c2ccc(Cl)cc2)CC1,-0.6%,2.0%,-3.1%,4.9,-3.9,7.3,1.5,2.6%,·
Cc1ccc(NC(=O)c2cc(-n3cnnc3)ccc2Cl)cc1,-0.8%,-0.5%,-6.5%,-0.5,-3.3,0.8,-13.3,0.3%,4.5
COc1ccc(CNc2ncc(-c3ccc(Br)cc3)n2C)cc1OC,-4.3%,0.5%,12.0%,10.0,-8.7,-10.4,-16.9,0.9%,-5.4

# These rows are one share of the data; rates above refer to the full screens.
